Screens: PubChem, National Center for Advancing Translational Sciences (NCATS)
USP1 inh – USP1/UAF1 (human) deubiquitinase inhibition; Potency, µM (highest dose often 57.1 µM), inactives show top-dose activity change, negative = inhibition, actives largely listed as inhibitors; AID 743255; 390,000 compounds, 0.23% hits; recombinant USP1/UAF1, Ub-Rhodamine cleavage fluorescence; O94782; further: potency means the concentration at half of the fitted maximal effect; on the % scale 0 is the no-effect control and ±100 the full control effect; nearly all actives have a fitted effect of over 60% in size; inactives centre near -12
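Step one: compound is pinned into 1nM USP1/UAF1 in HEPES pH 7.8 buffer with TCEP. Step two: 15 min room-temperature incubation. Step three: Ub-Rho (150nM final) starts cleavage, tracked by fluorescence over six one-minute reads.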
Glioma ERSR ind – inducers of ER stress response in human glioma cells; U87-MG GRP78 promoter luciferase reporter, 16 h; 420,000 compounds, 0.02% hits; Potency, µM, without a hit: at the top dose activation, most hits filed as activators; further: potency means the concentration at half of the fitted maximal effect; series mostly up to about 76 µM; % of control where 0% means no effect; nearly all actives have a fitted effect of over 35% in size
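Stably transfected U87-MG glioma cells carrying a GRP78-based luciferase sensor; 16 h compound incubation. Luminescence end-point read 10 min after Bright-Glo addition at room temperature.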
TrxR1 substrate – substrates of rat thioredoxin reductase 1; 390,000 compounds, 0.01% hits; Potency, µM (titrated, usually from 114 µM), inactives show top-dose activity change, negative = substrate turnover; purified TrxR1 substrate turnover, NADPH consumption readout; O89049; further: potency means the concentration at half of the fitted maximal effect; on the % scale 0 is the no-effect control and ±100 the full control effect; nearly all actives have a fitted effect of over 50% in size
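Rat TrxR1, dispensed at 90 nM, was prereduced with 400 uM NADPH (final) for 5 min at ~22 deg C, then incubated with compound 15 min before 400 uM selenite. A first-read NADPH fluorescence drop versus no-compound background flagged substrates.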
LDHA inh – inhibitors of human lactate dehydrogenase A; P00338; activity change, % (values are at about 110 or 230 µM); 480,000 compounds, 0.15% hits; purified LDHA, NADH/diaphorase-resazurin fluorescence; active compounds read low; in the data active means activity change below about -30%; inconclusive means mostly about -25% to -30%;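 further: plate controls were DMSO wells for no effect and wells without enzyme for full effect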
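Resorufin fluorescence (ex540/em590), read at 0 and 20 min after diaphorase/resazurin addition, reports the NADH left after a 5 min room-temperature reaction of 2 nM human LDH5 with 0.06 mM NADH and 0.2 mM pyruvate.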
Vif-A3F inh – Vif-A3F binding inhibition | HeLa A3F-eYFP + Vif (tagged APOBEC3F with the HIV-1 protein that degrades it), YFP fluorescence increase | Potency, µM (titrated, usually from 46.1 µM), without a hit: at the top dose activity, negative = active | 390,000 compounds, 0.2% hits | AID 602313; further: potency means the concentration at half of the fitted maximal effect; % of control where 0% means no effect; nearly all actives have a fitted effect of over 65% in size
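HeLa cells stably expressing A3F-eYFP plus Vif, plated and incubated overnight at 37 deg C, then exposed to compounds overnight at 37 deg C. Blocked degradation read as raised yellow fluorescence (Ex 488/Em 500-530).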
RGS4 inhibitor – blocks human RGS4-accelerated GTP hydrolysis; P49798; Transcreener GDP fluorescence polarization, RGS4-accelerated GTP hydrolysis; Potency, µM (doses to about 114 µM), for inactives: at the top dose activity change, negative = inhibition, hits mostly inhibitors; 390,000 compounds, 0.039% hits; AID 504845; further: potency means the concentration at half of the fitted maximal effect; on the % scale 0 is the no-effect control and ±100 the full control effect; nearly all actives have a fitted effect of over 75% in size; some results filed as inactive show a strong effect at the top dose
Target sequence (P49798 whole entry, looked up): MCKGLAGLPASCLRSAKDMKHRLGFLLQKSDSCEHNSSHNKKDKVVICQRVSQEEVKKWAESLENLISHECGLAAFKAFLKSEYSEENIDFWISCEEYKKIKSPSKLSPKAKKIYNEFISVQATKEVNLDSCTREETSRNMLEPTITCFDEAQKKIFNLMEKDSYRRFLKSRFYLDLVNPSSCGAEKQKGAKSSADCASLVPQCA
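MLSMR compounds (23 nl, pin-transferred) preincubated 10 min at room temperature with a 500nM (2x) first reagent, then RGS4 at 900nM (2x) plus Transcreener GDP mix added; fluorescence polarization (620/688 nm) read before and after 90 min at 30 °C.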
rTrxR1 inhibitor – blocks rat thioredoxin reductase 1 | Potency, µM (top dose mostly 114 µM), without a hit: top-dose activity change, negative = inhibition, hits mostly inhibitors | recombinant rTrxR1, NADPH fluorescence consumption, selenite substrate | AID 588453 | 390,000 compounds, 1% hits | O89049; further: potency means the concentration at half of the fitted maximal effect; on the % scale 0 is the no-effect control and ±100 the full control effect; nearly all actives have a fitted effect of over 65% in size
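Rat TrxR1 (90 nM in the dispensed reagent) was pre-reduced with 400 uM NADPH for 5 min at room temperature, then incubated with compound for 15 min. After 400 uM selenite was added, NADPH fluorescence (Ex 340/Em 450 nm) was followed for 8 min.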
IDH1 R132H inh – inhibitors of human mutant IDH1 R132H. O75874. IDH1-R132H enzyme, NADPH consumption, diaphorase/resazurin fluorescence. Potency, µM (titrated, usually from 76.6 µM), without a hit: top-dose activity change, negative = inhibition, usual class: inhibitors. 390,000 compounds, 0.093% hits. AID 602179; further: potency means the concentration at half of the fitted maximal effect; on the % scale 0 is the no-effect control and ±100 the full control effect; nearly all actives have a fitted effect of over 65% in size
Target sequence (O75874 whole entry R132H, stated change not applied): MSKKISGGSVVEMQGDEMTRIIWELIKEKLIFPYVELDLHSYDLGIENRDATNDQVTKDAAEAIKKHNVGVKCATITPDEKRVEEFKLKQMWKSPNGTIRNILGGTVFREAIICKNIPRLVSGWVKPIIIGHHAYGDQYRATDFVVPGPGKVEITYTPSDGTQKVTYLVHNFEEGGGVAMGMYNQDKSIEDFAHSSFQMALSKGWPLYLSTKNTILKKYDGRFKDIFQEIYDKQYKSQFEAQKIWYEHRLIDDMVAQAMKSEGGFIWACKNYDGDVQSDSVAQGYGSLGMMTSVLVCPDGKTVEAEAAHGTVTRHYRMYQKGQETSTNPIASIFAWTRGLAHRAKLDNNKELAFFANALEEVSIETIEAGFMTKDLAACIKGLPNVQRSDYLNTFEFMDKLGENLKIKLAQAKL
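IDH1-R132H (0.5 ug/mL) preincubated 30 min with compound, then NADPH (0.016 mM) and alpha-KG (2 mM) added; 80 min at RT, pH 7.5. Remaining NADPH coupled via diaphorase/resazurin to fluorescence (540/590 nm); concentration-response curves normalized to no-enzyme control.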
Vif-A3G inh – Vif-A3G binding inhibition. Q9HC16. HeLa A3G-eYFP + Vif (tagged APOBEC3G with the HIV-1 protein that degrades it), YFP fluorescence, overnight. Potency, µM (highest dose often 46.1 µM), inactives show top-dose activity, negative = active, most hits filed as inhibitors. 410,000 compounds, 0.076% hits;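 further: potency means the concentration at half of the fitted maximal effect; on the % scale 0 is the no-effect control and ±100 the full control effect; nearly all actives have a fitted effect of over 60% in size; hits raise eYFP signal because A3G escapes Vif-driven loss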
Target sequence (Q9HC16 whole entry, looked up): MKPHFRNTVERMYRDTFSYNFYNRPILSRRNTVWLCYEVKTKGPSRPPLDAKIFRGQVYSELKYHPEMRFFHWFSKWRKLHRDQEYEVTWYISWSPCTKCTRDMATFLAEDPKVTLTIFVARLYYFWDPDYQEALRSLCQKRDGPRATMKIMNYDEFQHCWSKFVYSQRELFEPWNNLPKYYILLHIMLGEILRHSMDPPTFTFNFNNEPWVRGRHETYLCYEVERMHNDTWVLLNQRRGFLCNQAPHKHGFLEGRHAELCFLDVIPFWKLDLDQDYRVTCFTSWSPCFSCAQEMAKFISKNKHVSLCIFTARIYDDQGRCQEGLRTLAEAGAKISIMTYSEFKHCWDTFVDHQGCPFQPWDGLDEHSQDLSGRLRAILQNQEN
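HeLa cells stably expressing Vif and C-terminally eYFP-tagged A3G, seeded overnight at 37 deg C, then exposed to compound by pintool overnight at 37 deg C. Rise in yellow fluorescence (Ex 488/Em 500-530, Acumen) marks blocked Vif-driven A3G degradation.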
* = called active by the depositor; ? = inconclusive; / = no result given; [ ] = another dose, or the depositor's remark. Unless noted, the call rests on the fitted dose curve; in most records, active means well fitted curve in the direction sought with a large enough effect; inconclusive means small, poorly fitted or top-dose-only effect, or another doubt; inactive means no such curve, though single readings can be large; an effect the other way counts as inactive or inconclusive. The list is partial; rates above refer to the full screens.

Compound,RGS4 inhibitor,Glioma ERSR ind,IDH1 R132H inh,LDHA inh,Vif-A3F inh,TrxR1 substrate,USP1 inh,Vif-A3G inh,rTrxR1 inhibitor
Cc1ccnc(NS(=O)(=O)c2cnc(Cl)c(Br)c2)c1,12.2%,-4.9%,6.2%,-5.3,2.1%,-6.6%,4.5%,-0.2%,-11.9%
CCc1nnc(NC(=O)CN2C(=O)N(C)C3(CCCCC3)C2=O)s1,-20.3%,-4.8%,2.7%,-2.5,-7.3%,-2.5%,-14.2%,1.0%,5.0%
Cn1/c(=N/N=C/c2ccccn2)sc2ccccc21,?,-0.4%,11.3%,-5.6,5.6%,-13.7%,-5.2%,-0.1%,13.1%[57.1 µM]
O=C(NCc1cccc(Cl)c1)c1oc(=O)c2ccccc2c1-c1ccccc1,-1.2%,-2.4%,15.6%,-5.9,0.5%,4.9%,7.7%,2.1%,29.6%
C/C(=N\O)C(C)(C)Nc1ccc(F)cc1,8.9%,-3.1%,-1.9%,-5.3,-2.9%,4.5%,-3.0%,-0.1%,35.2%
Cc1ccc(NS(=O)(=O)c2ccc(NC(=O)c3cccs3)cc2)cc1,-14.8%,-1.3%,1.8%,-2.8,-5.3%,1.7%[57.1 µM],-0.1%,-0.3%,-19.1%[57.1 µM]
C#CCOCCOCCOCCNc1nc(N2CCN(C(=O)C([C@@H](C)CC)n3cc(C(N)CO)nn3)CC2)nc(N2CCN(C(=O)C([C@@H](C)CC)n3cc(C(N)COC(=O)C(F)(F)F)nn3)CC2)n1 (stereo partly specified),-0.4%,-5.9%,-7.1%,-1.6,-3.8%,8.9%,-25.3%,-2.0%,?
CCn1c(-c2cc(-c3ccccc3)sc2N)n[nH]c1=S,-50.0%,-2.0%,-3.5%,0.7,17.5%,-1.5%,-14.9%,4.7%,-18.0%
COC(=O)c1sccc1NC(=O)Nc1ccc(Cl)c(Cl)c1,-25.4%,-6.3%,7.7%,-4.6,-10.1%,-1.0%,-10.5%,-3.2%,?
CCOC(=O)c1ccc(NC(=O)C2CCN(C(=O)c3ccc(OC)c(OC)c3)CC2)cc1,11.1%,1.3%,12.3%,-4.4,-2.4%,-6.9%,5.9%,2.2%,0.2%
CC1CCN(C(=O)c2ccc(S(=O)(=O)N3CCOCC3)cc2)CC1,-35.7%,-2.5%,12.9%,-1.1,0.2%,5.0%,6.0%,0.6%,47.4%[activator][0.457 µM]
Cc1cn(C2CC(OC(=O)C(C)C)C(CO)O2)c(=O)[nH]c1=O (stereo unspecified),14.9%,-4.0%,3.6%,-2.3,-3.4%,-0.5%,-24.1%,-3.9%,0.0%
FC(F)(F)c1ccc(CSc2nccn2-c2ccccc2)cc1,-4.4%[11.4 µM],-4.4%,2.3%,-0.4,1.7%,-5.3%[57.1 µM],-3.4%,-6.0%,-6.3%[57.1 µM]
COc1cc(OC)c(NC(=O)CCc2nc(-c3cccs3)no2)cc1Cl,-25.0%,-0.1%,6.4%,3.1,-8.7%,-1.0%[57.1 µM],-15.3%,0.2%,4.1%[57.1 µM]
COc1ccccc1CNC(=O)C(CCSC)NC(=O)C1CCC(C)CC1 (stereo unspecified),-5.3%,0.2%,1.0%,-7.4,0.8%,8.9%,-8.9%,-6.3%,15.7%

Next section.
Compound,RGS4 inhibitor,Glioma ERSR ind,IDH1 R132H inh,LDHA inh,Vif-A3F inh,TrxR1 substrate,USP1 inh,Vif-A3G inh,rTrxR1 inhibitor
O=C(CCNS(=O)(=O)c1ccc(Br)cc1)NCC(c1cccs1)N1CCOCC1 (stereo unspecified),/,-4.1%,4.1%,-1.3,-5.7%,/,2.5%,2.3%,/
CC1=NN(c2ccc(Cl)c(C(=O)O)c2)C(=O)/C1=C/c1ccc(-c2ccccc2[N+](=O)[O-])o1,?,7.0%,-3.5%,15.3,-11.5%,-3.6%[57.1 µM],-26.3%,-13.0%,-11.3%[57.1 µM]
COc1cccc(C(=O)COc2ccc3c(C)cc(=O)oc3c2)c1,15.5%,1.1%,7.5%,-1.5,-10.4%,5.4%,-1.6%,-30.2%,10.5%
Cc1cc(NS(=O)(=O)c2ccc(NC(=O)Cc3ccc(Cl)c(Cl)c3)cc2)no1,16.4%,-2.9%,-8.5%,-2.5,-2.1%,-2.8%[57.1 µM],-19.2%,-4.5%,-9.1%[57.1 µM]
COc1ccc(NC(C)C(=O)N2CCN(Cc3ccccc3)CC2)cc1 (stereo unspecified),-15.1%,1.6%,1.4%,3.0,-2.5%,8.1%,-21.3%,2.9%,15.4%
O=C(COC(=O)COc1ccccc1)Nc1ccc2c(c1)OCCO2,7.4%,1.0%,-7.8%,-2.2,3.8%,4.5%,-19.0%,-0.1%,-18.4%
COc1ccc(S(=O)(=O)N2CCC(Cc3ccccc3)CC2)cc1C(N)=O,-2.1%,-4.9%,-2.5%,0.8,0.2%,-2.0%,-21.7%,2.7%,12.1%
COn1c2c(c3c4no[n+]([O-])c4ccc31)CCCC2,-1.6%,-4.0%,-4.3%,-3.5,-2.0%,-1.0%,-11.0%,2.0%,9.7%
CSc1nnc(-c2cccs2)n1C,?,-2.5%,2.0%,-7.1,4.2%,10.8%[57.1 µM],-12.2%,0.4%,25.7%[57.1 µM]
N#C/C(=C\c1ccccc1)C(=O)N1CCN(c2ccccc2F)CC1,-20.2%,-3.6%,1.6%,-9.5,-4.8%,-3.0%,-17.4%,-12.0%,-23.2%
COc1ccccc1CNC(=O)C(Cc1ccccc1)NC(=O)c1ccccc1 (stereo unspecified),14.0%,-0.8%,-7.8%,-0.6,4.7%,-3.9%,-14.5%,-1.4%,7.2%
COCCN1C(=O)C(=O)/C(=C(/O)c2ccc(S(=O)(=O)N3CCCCC3)cc2)C1c1ccc(OC)cc1 (stereo unspecified),9.7%[56.9 µM],-1.1%,-17.2%,-3.7,2.8%,-15.1%,-11.0%,6.3%,2.5%
COc1cccc(/C=C/C(=O)OCC(=O)NCC2CCCCC2)c1OC,-26.9%,-2.4%,5.0%,1.3,0.7%,46.2%[activator],-13.8%,3.4%,25.3%
Cc1cc(Oc2ccc(=O)n(C)n2)nc(Oc2ccc(=O)n(C)n2)n1,8.9%,4.4%,-2.0%,-9.5,-0.9%,13.7%,-10.8%,1.0%,-4.7%
COc1ccc(/C=C\C(=O)NCc2ccc3[nH]c(C)cc3c2)cc1OC,11.3%,-2.8%,4.3%,-10.8,2.7%,3.1%[57.1 µM],-25.8%,-11.3%,6.9%[57.1 µM]

Additional entries
Compound,RGS4 inhibitor,Glioma ERSR ind,IDH1 R132H inh,LDHA inh,Vif-A3F inh,TrxR1 substrate,USP1 inh,Vif-A3G inh,rTrxR1 inhibitor
CCN(C(=O)Cc1nc(-c2ccc(OC)cc2)no1)c1cccc(Cl)c1,-8.0%,-4.5%,-5.3%,-0.4,0.8%,-4.5%,-18.1%,2.4%,14.7%
CCCCn1cc(C(=O)c2cc(Br)ccc2O)cc(C#N)c1=O,17.1%,-6.6%,3.3%,-5.0,-1.6%,6.9%[57.1 µM],-23.2%,-1.1%,6.3%[57.1 µM]
CC1CCN(C(=O)c2[nH]cnc2C(=O)NCc2ccccc2)CC1,-0.3%,-1.4%,21.6%,-6.7,-0.3%,5.4%,-18.7%,-0.2%,16.9%
CCCOc1cccc(C(=O)NCCNC(=O)c2ccc(C)nc2)c1,-17.4%,-3.5%,0.0%,-5.7,0.2%,13.2%,-17.7%,3.2%,28.6%
CC(=O)N1CCN(CC(C)(C)NS(=O)(=O)c2ccc(C)cc2)CC1,22.1%,-2.6%,4.7%,-6.1,-6.6%,2.1%,-13.9%,-0.3%,25.3%
O=C(CSc1ccc(Cl)cc1)NC1=NN(c2ccccc2)C(=O)C1,17.7%,12.8%,-14.6%,-0.9,-6.7%,-5.0%,-21.9%,-0.7%,-12.2%
COC(=O)C1CCN(C(=O)CSc2nc3ccc(OC)cc3[nH]2)CC1,-35.2%,3.8%,6.0%,0.9,-3.5%,-10.9%[57.1 µM],-18.3%,-4.3%,10.9%[57.1 µM]
COc1ccc(OC)c(NC(=O)c2ccno2)c1,16.5%,0.8%,-4.1%,-3.5,11.8%,-4.6%,-19.1%,7.0%,7.3%
CCC(C)c1ccccc1NC(=O)Cc1coc2cc3c(cc12)CCC3 (stereo unspecified),-6.3%,-3.6%,2.7%,2.5,-16.2%,-5.5%,-23.1%,-5.0%,6.8%
Nc1ncc2c(n1)CC(c1ccco1)CC2=O (stereo unspecified),7.4%,-3.5%,10.5%,5.9,-10.6%,36.6%[57.1 µM],-8.6%,-3.4%,17.3%[11.4 µM]
